# Compound activity as filed in PubChem BioAssay.
# NPSR antagonist: blocks cAMP signaling of the human neuropeptide S receptor; CHO-NPSR cells, cAMP TR-FRET, antagonist mode; AID 1461; Potency, µM (titrated, usually from 38.3 µM), for the others: at the highest dose activity change, negative = inhibition, usual class: inhibitors; hit rate 1% among 220,000; Q6W5P4; note: potency is the fitted concentration of half-maximal effect; % is set by controls: 0 for no effect and ±100 for the full control effect; nearly all actives have a fitted effect of over 50% in size; many of its hits are not listed in these tables
# Target sequence (Q6W5P4 whole entry, looked up): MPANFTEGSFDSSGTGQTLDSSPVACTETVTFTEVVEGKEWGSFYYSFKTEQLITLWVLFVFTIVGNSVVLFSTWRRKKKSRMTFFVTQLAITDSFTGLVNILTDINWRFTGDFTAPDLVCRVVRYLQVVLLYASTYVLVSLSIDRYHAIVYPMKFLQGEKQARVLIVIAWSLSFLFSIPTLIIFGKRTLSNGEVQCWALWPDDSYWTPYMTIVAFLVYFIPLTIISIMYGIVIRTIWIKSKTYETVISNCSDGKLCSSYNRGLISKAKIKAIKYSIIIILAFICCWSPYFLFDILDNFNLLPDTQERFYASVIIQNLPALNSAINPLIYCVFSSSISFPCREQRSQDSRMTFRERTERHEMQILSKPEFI
# KinaseGlo FLuc: blocks Kinase-Glo luciferase, a counter-screen artifact | Q27757 | AID 1379 | hit rate 0.28% among 200,000 | Kinase-Glo luciferase, ATP luminescence, 8 min | Potency, µM (titrated, usually from 38.3 µM), for inactives: at the highest dose activity change, negative = inhibition, most hits filed as inhibitors; note: potency is the fitted concentration of half-maximal effect; % is set by controls: 0 for no effect and ±100 for the full control effect; nearly all actives have a fitted effect of over 60% in size
#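 Compound is pinned into ATP-containing buffer (10 uM ATP, imidazole pH 7.2, 7 mM MgCl2). Kinase-Glo luciferase reagent is then added. Light output is recorded following an 8-min room-temperature incubation.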
# Epigenetic reg: derepresses silenced GFP reporter in murine cells. hit rate 0.2% among 280,000. murine LDR cells, GFP reporter derepression, 30 h. Potency, µM (doses to about 53.9 µM), for inactives: at the highest dose GFP activation, hits mostly activators. AID 1865; note: potency is the fitted concentration of half-maximal effect; % of control where 0% means no effect; nearly all actives have a fitted effect of over 60% in size
#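 Derepression of a silenced CMV-GFP reporter in murine LDR cells is scored by enumerating GFP-positive cells with a laser-scanning microplate cytometer after 30 hours of treatment at 37 C.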
# L3MBTL1 block: L3MBTL1 (human) inhibition | Q9Y468 | AlphaScreen L3MBTL1–H3K9me1 peptide binding | Potency, µM (highest dose often 57.1 µM), without a hit: at the highest dose activity, negative = inhibition, usual class: inhibitors | hit rate 0.66% among 230,000 | AID 485360; note: potency is the fitted concentration of half-maximal effect; % is set by controls: 0 for no effect and ±100 for the full control effect; nearly all actives have a fitted effect of over 60% in size
#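 First, the protein-peptide complex forms for 30 min at room temperature (L3MBTL1 50 nM, biotinylated H3K9me1 peptide 75 nM). Next, compounds are pin-transferred and incubated 30 min. Finally, AlphaScreen beads are added and read after 30 min.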
# IMPase Li inh: membrane-permeable IMPase blocker, potentiated with lithium. CHO-M1 cells, IP1 TR-FRET (IP-One), carbachol + lithium. Potency, µM (highest dose often 59.4 µM), for inactives: at the highest dose activity, negative = IMPase inhibition, hits mostly inhibitors. hit rate 0.35% among 210,000;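 note: IP1 builds up when IMPase is blocked and the TR-FRET signal falls; potency is the fitted concentration of half-maximal effect; plate controls were basal vehicle for no effect and high inhibitor control for full effect; nearly all actives have a fitted effect of over 50% in size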
#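 Concentration–response in CHO-M1 cells, lithium-potentiated; 30 min at 37C. IP1 detected by competitive TR-FRET after 10 min lysis at RT. Hill-fitted AC50.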
# HttQ103 aggreg: reduces HttQ103-GFP aggregates in PC12 cells. PC12 HttQ103-GFP aggregates, Acumen cytometry, 40 h. Potency, µM (series often up to 46.1 µM), without a hit: at the top dose activity change, negative = inhibition, usual class: inhibitors. hit rate 1.1% among 220,000; note: potency is the fitted concentration of half-maximal effect; % is set by controls: 0 for no effect and ±100 for the full control effect; nearly all actives have a fitted effect of over 60% in size
#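 Huntingtin Q103 exon 1–GFP aggregates in induced PC12 cells (100 nM tebufenozide) were quantified by cytometry from lysates, with compounds dosed in titration.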
# CBFb-RUNX1 inh: blocks binding between human CBF-beta and RUNX1 | Q01196+Q13951 | AlphaScreen CBFb-His/RUNX1-biotin binding, biochemical | Potency, µM (highest dose often 59.8 µM), inactives show top-dose activity, negative = inhibition, hits mostly inhibitors | 230,000 tested, under 10 active | AID 1477; note: % of control where 0% means no effect
# Target sequence (Q01196 whole entry, looked up): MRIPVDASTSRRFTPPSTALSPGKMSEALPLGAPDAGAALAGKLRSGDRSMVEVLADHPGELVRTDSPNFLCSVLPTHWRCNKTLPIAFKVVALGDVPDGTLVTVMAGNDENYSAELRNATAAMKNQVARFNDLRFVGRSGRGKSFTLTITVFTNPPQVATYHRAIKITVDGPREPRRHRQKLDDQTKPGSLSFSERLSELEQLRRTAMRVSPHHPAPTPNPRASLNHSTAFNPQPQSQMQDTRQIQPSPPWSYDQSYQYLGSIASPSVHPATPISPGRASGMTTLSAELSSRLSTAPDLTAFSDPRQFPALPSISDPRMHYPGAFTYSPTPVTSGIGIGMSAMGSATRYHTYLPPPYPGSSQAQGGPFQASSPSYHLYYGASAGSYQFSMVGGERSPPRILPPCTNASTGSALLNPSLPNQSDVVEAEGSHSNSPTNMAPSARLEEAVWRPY
# Target sequence (Q13951 whole entry, looked up): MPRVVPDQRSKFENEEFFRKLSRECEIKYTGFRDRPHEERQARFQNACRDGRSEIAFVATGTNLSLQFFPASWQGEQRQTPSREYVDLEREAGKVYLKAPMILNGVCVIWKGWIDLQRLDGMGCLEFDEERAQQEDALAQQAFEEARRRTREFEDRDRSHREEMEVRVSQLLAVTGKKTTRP
#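 AlphaScreen binding: CBFb-His and RUNX1-biotin (30 nM each) preincubated 20 min, compound added for 15 min, then nickel and streptavidin beads for 90 min, all at room temperature. Disruption of the interaction by any mechanism counts as activity.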
# Numbers without * were called inactive; u = inconclusive; x = no result given; & = joins results of further samples; [ ] = dose if it differs, or a comment. Calls come from the whole dose curve; as a rule, active = well fitted curve in the direction sought with a large enough effect; inconclusive = small, poorly fitted or top-dose-only effect, or another doubt; inactive = no such curve, though single readings can be large; an effect the other way counts as inactive or inconclusive. These rows are one share of the data; count on the stated rates, not on these rows.
SMILES,NPSR antagonist,KinaseGlo FLuc,Epigenetic reg,L3MBTL1 block,IMPase Li inh,HttQ103 aggreg,CBFb-RUNX1 inh
CCN(CC)c1ccc(C2CC(=O)Nc3cc(OC)c(OC)cc32)cc1 (stereo unspecified),-6.5%[46.1 µM],3.3%,0.1%,u,6.9%[38.3 µM],-21.3%,-16.2%
Cc1ccc(CNC(=O)CC2Nc3c4ccccc4nc(=S)n3C2=O)cc1 (stereo unspecified),-1.2%,-0.6%,-2.6%,-6.9%,5.62µM*,2.7%,-16.8%
Cc1cc(C)cc(NCc2cc3c(cc2[N+](=O)[O-])OCO3)c1,-7.0%[46.1 µM],-4.5%,-2.3%,u,15.9%[38.3 µM],-13.1%,u
O=S(=O)(c1ccccc1)N1CCN(C2CCN(Cc3ccccc3)CC2)CC1,7.1%[46.1 µM],-2.1%,0.0%,-5.1%,42.2%[activator][38.3 µM],9.7%,6.9%
CS(=O)(=O)N(Cc1ccc(Cl)cc1)c1ccc(C(=O)NCCSc2ccccn2)cc1,-21.1%,1.3%,6.6%,13.8%,9.8%,19.6%,4.3%
Cc1ccc(NC(=O)C2C3/C=C\CCCCC32)cc1 (stereo unspecified),-7.2%,-0.2%,0.0%,7.8%,0.9%,-0.4%,1.3%
Cc1cccc(-n2nnnc2SCc2csc(-c3ccccc3)n2)c1,-38.4%,3.9%,-0.1%,17.2%[11.4 µM],16.8%,4.7%,0.5%
CC(=O)OC1CC2C(C)(C)C(O)CC(O)[C@@]2(C)C2CC[C@@]3(C)C(=CC(=O)OC3c3ccoc3)[C@]12C (stereo partly specified),x,0.9%,0.8%,x,20.5%,x,u
CCOC(=O)C1CCCN(Cc2nc(N)nc(Nc3ccc(Cl)cc3)n2)C1 (stereo unspecified),u,-0.4%,-1.1%,x,6.0%[38.3 µM],-5.7%,-8.0%
CC1(C)CC(Nc2ccc(Nc3ccccc3)cc2)CC(C)(C)N1,42.0%,-3.1%[7.66 µM],0.0%,u,14.8%,-11.4%[9.22 µM],u
COc1cc2c(cc1OC)-c1cc3ccc4c(c3c[n+]1CC2)OCO4,12.6µM*,-1.8%,0.3%,-0.2%,26.4%,-27.3%,-1.1%
CC(C)NS(=O)(=O)c1ccc(CCC(=O)NCc2ccco2)cc1,0.3%[46.1 µM],-0.8%,0.0%,x,22.1%[38.3 µM],1.7%,5.3%

# Record cards (already shown). Values in the order: NPSR antagonist, KinaseGlo FLuc, Epigenetic reg, L3MBTL1 block, IMPase Li inh, HttQ103 aggreg, CBFb-RUNX1 inh
# CC(=O)OC1CC2C(C)(C)C(O)CC(O)[C@@]2(C)C2CC[C@@]3(C)C(=CC(=O)OC3c3ccoc3)[C@]12C (stereo partly specified) in the list: x, 0.9%, 0.8%, x, 20.5%, x, u
# COc1cc2c(cc1OC)-c1cc3ccc4c(c3c[n+]1CC2)OCO4 in the list: 12.6µM*, -1.8%, 0.3%, -0.2%, 26.4%, -27.3%, -1.1%

# Next entries follow:
SMILES,NPSR antagonist,KinaseGlo FLuc,Epigenetic reg,L3MBTL1 block,IMPase Li inh,HttQ103 aggreg,CBFb-RUNX1 inh
O=[N+]([O-])c1cccc2c(N3CCOCC3)ccnc12,20.6%,5.8%,-0.1%,0.9%[11.4 µM],6.7%,-27.5%,18.5%
COc1cc(C(=O)NCC(=O)N/N=C(/C)c2cccs2)cc(OC)c1OC,15.8%,0.2%,0.0%,9.8%,5.1%,-3.2%,-1.8%
NC(=O)c1ccc(C(F)(F)F)n(Cc2ccc(Cl)cc2)c1=O,-10.1%[46.1 µM],-3.1%,-1.0%,3.0%,-0.5%[38.3 µM],-10.0%,12.7%
Cc1cc(-c2n[nH]c(=S)n2/N=C/C=C/c2ccco2)n[nH]1,-19.2%,x,1.3%,-20.9%,x,-13.2%[9.22 µM],-23.7%
CCCC1(C(=O)OCC)NC(c2ccc(OC)cc2OC)C2C(=O)N(c3ccc4c(c3)OCCO4)C(=O)C21 (stereo unspecified),-16.7%[46.1 µM],-0.5%,0.1%,-5.7%,3.9%,19.9%,-5.4%
CCN(CC)CC(=O)c1ccc(-c2ccccc2)cc1,-9.2%[46.1 µM],-3.7%,7.9%,-9.6%,20.8%[38.3 µM],14.0%,-0.9%
Cc1ccc(C(=O)NCCCn2ccnc2)o1,-8.2%[46.1 µM],14.4%,1.9%,5.5%,-7.4%[38.3 µM],-5.0%,-2.5%
COc1ccc([N+](=O)[O-])cc1NC(=O)CSc1nccc(C)n1,6.6%,3.4%,3.0%,-10.1%,-2.4%,-2.2%,-11.1%
CN(C)c1nc(OCCNC(=O)Nc2ccccc2)nc(N2CCCCC2)n1,18.7%,-0.5%,1.0%,-7.3%,9.5%,-1.4%[9.22 µM],6.5%
COC(=O)C1=CN(Cc2cccs2)C=C(C(=O)OC)C1c1ccc(OC)cc1OC,29.5%,0.0%,-2.8%,50.6%[activator],6.1%,-4.2%[9.22 µM],u
Cc1coc(=N)n1CC(=O)c1ccc(Cl)cc1,19.4%,x,-2.6%,11.2%,-3.7%,18.0%[9.22 µM],10.5%
Cc1cccc(N=C2NC(=O)/C(=C/c3cccn3C)S2)c1C,-25.6%,x,-1.1%,-6.5%,x,11.0%[9.22 µM],u
CN(C)/C=N/c1cc(=O)[nH]c(=O)n1CC1CC1,12.6%,-2.1%&2.5%,0.4%&-0.6%,2.4%,-10.0%&1.6%,-8.8%,10.5%
COc1ccc(NC(=O)CCN2CCCCC2)cc1,-17.5%[46.1 µM],-4.7%,-1.0%,x,5.8%[38.3 µM],16.1%,1.4%
CCCCCOc1ccc(N2C(=O)CC(N(O)c3ccccc3)C2=O)cc1 (stereo unspecified),1.4%[46.1 µM],-0.7%,-1.6%,-7.0%,-9.8%[38.3 µM],u,-10.3%
Cc1ccc2nsnc2c1S(=O)(=O)N1CCN(C(=O)C2CCCO2)CC1 (stereo unspecified),-6.6%[46.1 µM],2.0%,1.2%,x,10.1%[38.3 µM],-2.7%,7.0%
CC(=O)c1cccc(N(CC(=O)NCC2CCCO2)C(=O)CCC(=O)Nc2cc(C)on2)c1 (stereo unspecified),-6.2%[46.1 µM],-1.8%,-0.6%,-9.3%,-17.7%[38.3 µM],7.0%,2.8%
O=c1c2[nH]c3ccc(Cl)cc3c2ncn1CCN1CCCCC1,3.0%[46.1 µM],5.1%,1.9%,4.3%,16.5%[38.3 µM],u,2.7%
CN1c2ccccc2C(=O)C(=C2SCCCS2)S1(=O)=O,6.5%[7.67 µM],x,1.1%,-23.5%,x,9.4%[9.22 µM],-8.7%
Cc1cccc(N2C(=O)CC(SC(=Nc3ccccc3)Nc3ccccc3)C2=O)c1 (stereo unspecified),-27.7%[46.1 µM],1.7%,-1.1%,1.2%,3.5%,3.16µM*,1.2%
CC(=O)Nc1nc(C)nc(-c2ccccc2)c1C(C)=O,-7.0%[46.1 µM],14.2%,0.3%,4.6%,-5.5%[38.3 µM],-5.5%,7.9%
Cn1cnnc1SC(C(=O)Nc1ccc(F)cc1)c1ccccc1 (stereo unspecified),-8.0%[46.1 µM],3.1%,-0.3%,x,17.2%[38.3 µM],22.0%[9.22 µM],2.8%
CC(=O)NC1CC2CCCC(C1)N2C(=O)Nc1ccc(Cl)c(C(F)(F)F)c1 (stereo unspecified),5.6%[46.1 µM],-8.0%,0.0%,x,7.9%[38.3 µM],1.0%,6.4%
CCOc1ccc(/C=C(/NC(=O)c2ccccc2Cl)C(=O)O)cc1,13.5%,2.4%,-0.2%,-0.1%,-3.2%,29.1%,-7.2%
CN(c1cccc(NS(=O)(=O)c2cccs2)c1)S(C)(=O)=O,-9.3%[46.1 µM],2.2%,-2.0%,x,8.4%[38.3 µM],u,5.0%
COc1cc(C(C)=O)cc(OC)c1O,x,-2.8%,-0.2%,x,9.7%,x,x
Cc1cccc(-n2c(SCc3cc(=O)n4ccsc4n3)nc3ccccc3c2=O)c1,-10.8%[46.1 µM],-1.1%,-3.3%,x,1.5%[38.3 µM],3.0%[9.22 µM],1.9%
O=C(CSc1nc2ccccc2o1)NC(=O)NCc1ccco1,-18.0%[46.1 µM],1.4%,-6.3%,-0.5%,16.7%[38.3 µM],-14.0%,-6.1%
Cc1ccn2c(C(=O)c3ccc(Cl)cc3)cnc2c1,-10.9%[46.1 µM],-10.3%,4.4%,x,-3.8%[38.3 µM],-16.0%,-1.9%
CC1(C)N=C(N)NC(Nc2ccccc2)=N1,1.4%[46.1 µM],5.6%,-0.9%,5.2%,4.3%[38.3 µM],18.3%,1.6%
CC1=NN(C(N)=S)C(=O)C1N=Nc1c(C)cc(C)cc1C (stereo unspecified),-12.6%[46.1 µM],1.0%,-3.0%,x,1.9%[38.3 µM],0.7%[9.22 µM],-10.3%
O=C(CCNC(=O)Cn1ccc2ccccc2c1=O)NCc1ccccn1,7.7%,0.4%,1.0%,x,-0.9%,-9.1%,0.6%
Cc1cc(C(=O)Cn2nnc3ccccc3c2=O)c(C)n1-c1c(C)n(C)n(-c2ccccc2)c1=O,-2.8%[46.1 µM],2.8%,0.8%,2.8%,0.3%[38.3 µM],11.0%[9.22 µM],6.3%
CC1CCCN1CC#CC(O)(c1ccccc1)c1ccccc1 (stereo unspecified),15.6%,x,0.1%,-3.6%,x,10.1%[9.22 µM],6.5%
COc1cc(/C=C2/C(=O)NN(c3cccc(C)c3)C2=O)ccc1OC(=O)c1ccco1,u,-1.8%,-1.0%,-11.4%,18.8%,1.1%,2.4%
O=C(c1cnc2ccccn2c1=O)N1CCc2ccccc21,-4.5%[46.1 µM],-0.1%,-1.1%,x,10.8%[38.3 µM],u,4.2%
Cc1cc(C)cc(-n2c(C)c3c(C)nnc(C)c3c2C)c1,-12.0%,-1.1%,4.8%,-0.2%,4.6%,-14.6%,-11.5%
C/C=C/c1ccc(OCCCCOc2ccc(OC)cc2)c(OC)c1,-4.3%,-1.5%,1.0%,41.9%[activator],2.7%,u,u
Cc1ccc(NC(N)=S)cc1,-0.5%,3.0%,0.0%,11.0%,3.0%,13.1%,1.6%
Nc1nonc1-n1nnc(C(=O)N/N=C/C=C/c2ccccc2)c1CSC1=NCCS1,u,x,0.7%,-16.1%,x,-14.0%[9.22 µM],-12.8%
O=C(Cc1ccccc1)c1c[nH]c(C(=O)NCCCn2ccnc2)c1,9.9%,2.9%,1.3%,-1.7%,-0.4%,9.6%,2.9%
COC(=O)c1ccc(CC(=O)c2ccc(O)cc2O)o1,-28.9%[46.1 µM],-4.0%,1.1%,-23.7%,-26.8%[38.3 µM],6.9%,-0.8%
Cc1cccn2c(=O)c(/C=N/O)c(N3CCCC3)nc12,-7.0%[46.1 µM],0.1%,0.9%,5.4%,-4.2%[38.3 µM],21.8%,-1.9%
